ELG1 repair inh = ELG1-dependent DNA repair inhibition; actives 2.3% (n = 330,000); HEK293T ELG1-luciferase reporter, luminescence, 16 h; DNA damage induced by 5-fluorouridine; Potency, µM (top dose mostly 46.1 µM), inactives show at the top dose activity change, negative = inhibition, actives largely listed as inhibitors; also: potency is read from the fitted curve at half-maximal effect; % is scaled to controls: 0 for no effect and ±100 for the full control effect; nearly all actives have a fitted effect of over 55% in size
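Quantitative HTS, concentration-response format. 2,000 cells/well co-treated with 5-fluorouridine and compound, 16 hr in 5% CO2 at 37 °C; ONE-Glo luminescence read after 30 min.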
TSG101-PTAP inh = blocks PTAP/TSG101 interaction to inhibit HIV-1 budding. 340,000 tested, under 10 active. Fluorescence polarization, FITC-PTAP peptide / Tsg101 binding. Potency, µM (doses to about 115 µM), for the others: top-dose activity change, negative = inhibition, most hits filed as inhibitors; active = well fitted inhibition curve with a large enough effect in the main read-out, with a control signal flat, not every such curve was filed as active; inconclusive = small, poorly fitted or top-dose-only effect, or effect the other way, or a change in a side signal; inactive = no such curve, though single readings can be large or run the other way; also: potency is read from the fitted curve at half-maximal effect; % of control where 0% means no effect
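Tsg101 binding domain (10 uM final) was mixed with compound and a FITC-labeled PTAP peptide (50 nM final) in HEPES pH 7.5 buffer with NaCl, Tween 20, EDTA and TCEP; fluorescence polarization was read after 20 min at r.t.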
Tb PFK inh = T. brucei PFK enzyme inhibition; O15648; T. brucei PFK, ADP-Glo luminescence; Potency, µM (series often up to 57.5 µM), for inactives: top-dose activity, negative = inhibition, usual class: inhibitors; actives 0.17% (n = 330,000); AID 485367;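 also: potency is read from the fitted curve at half-maximal effect; 0% = uninhibited 1x PFK enzyme wells and -100% = no-enzyme wells; nearly all actives have a fitted effect of over 60% in size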
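Activity is normalized to no-enzyme wells (full inhibition) and 1.25 nM enzyme wells (no inhibition). Reaction: 0.5 mM F6P, 0.1 mM ATP, 45 min RT, ADP-Glo luminescence; concentration-response curves fitted and classed by quality.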
TSHR antag = human thyrotropin receptor antagonism. P16473. TSHR-expressing cells, TSH-stimulated cAMP HTRF, 2 h; hits give low values. activity change, negative = inhibition, % at 11.5 µM. actives 0.2% (n = 330,000);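 active = activity change below a set negative limit, meaning inhibition stronger than a set level, cut at about -70% in these data; inconclusive = activity change between two set negative limits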; also: % is scaled to controls: 0 for no effect and ±100 for the full control effect
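TSHR-expressing cells were treated with compounds, then stimulated with TSH at EC80 (4nM final) for 2 hours at 37 deg C. Cellular cAMP was measured by HTRF competition between lysate cAMP and cAMP-d2 for a cryptate-labelled anti-cAMP antibody.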
Mito fusion yeast = blocks mitochondrial division or promotes mitochondrial fusion; S. cerevisiae fusion-defective mutant growth rescue, CellTiterGlo 48 h; Potency, µM (doses to about 46.1 µM), without a hit: at the highest dose growth rescue (activation), hits mostly activators; actives 0.23% (n = 320,000);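 also: potency is read from the fitted curve at half-maximal effect; % of control where 0% means no effect; nearly all actives have a fitted effect of over 45% in size; temperature-sensitive fusion mutants such as fzo1-1 at 37 °C on non-fermentable ethanol glycerol medium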
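Read-out: ATP-based luminescence (CellTiterGlo, 10 min ambient) reporting growth of fusion-defective ts yeast after 48 hours at 37C on glycerol/ethanol YPEG medium in the presence of compound.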
TCR act = activators of T cell receptors; primary human leukocytes, anti-CD3, IL-2 HTRF, 48 h; 330,000 tested, under 10 active; AID 504894; Potency, µM (doses to about 9.22 µM), inactives show at the top dose activation of IL-2 secretion, actives largely listed as activators; also: % of control where 0% means no effect
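Readout: HTRF IL-2, Eu-cryptate/d2 antibody pair, 320nm excitation, 665nm emission. Stimulus: a-CD3 beads, no co-stimulation. Cells: primary human leukocytes. Exposure: 48 hr with compound.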
BCR signal inh = chronic active BCR signaling inhibition | ABC-DLBCL IkBa-CBG/CBR reporter, luminescence ratio, 4 h | Potency, µM (highest dose often 46.1 µM), inactives show top-dose ratio change, negative = lower green/red ratio, actives largely listed as inhibitors | actives 0.05% (n = 340,000); active = well fitted inhibition curve with a large enough effect in the signal ratio, with a control signal flat, not every such curve was filed as active; inconclusive = small, poorly fitted or top-dose-only effect, or effect the other way, or a change in a side signal; the % refers to the signal ratio;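 also: potency is read from the fitted curve at half-maximal effect; plate controls were basal doxycycline-induced cells for no effect and cells given 10 µM MG132 for full effect; MG132 reads +100%, hits lower the ratio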
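TMD8 ABC-DLBCL cells carrying doxycycline-inducible green luciferase fused to IkappaBalpha plus unfused red luciferase were exposed to compounds (up to 46 uM) for 4 hrs at 37C. Activity came from the overlap-corrected green/red luminescence ratio.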
USP2a block = inhibitors of human ubiquitin-specific protease USP2a | O75604 | actives 0.01% (n = 330,000) | Potency, µM (series often up to 38.3 µM), inactives show at the highest dose activity change, negative = inhibition, actives largely listed as inhibitors | AID 463254 | USP2 core, Ub-CHOP2 coupled fluorogenic reporter, 485/531;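 also: potency is read from the fitted curve at half-maximal effect; plate controls were DMSO wells for no effect and full inhibition by NEM control for full effect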
Target sequence (O75604 whole entry, looked up): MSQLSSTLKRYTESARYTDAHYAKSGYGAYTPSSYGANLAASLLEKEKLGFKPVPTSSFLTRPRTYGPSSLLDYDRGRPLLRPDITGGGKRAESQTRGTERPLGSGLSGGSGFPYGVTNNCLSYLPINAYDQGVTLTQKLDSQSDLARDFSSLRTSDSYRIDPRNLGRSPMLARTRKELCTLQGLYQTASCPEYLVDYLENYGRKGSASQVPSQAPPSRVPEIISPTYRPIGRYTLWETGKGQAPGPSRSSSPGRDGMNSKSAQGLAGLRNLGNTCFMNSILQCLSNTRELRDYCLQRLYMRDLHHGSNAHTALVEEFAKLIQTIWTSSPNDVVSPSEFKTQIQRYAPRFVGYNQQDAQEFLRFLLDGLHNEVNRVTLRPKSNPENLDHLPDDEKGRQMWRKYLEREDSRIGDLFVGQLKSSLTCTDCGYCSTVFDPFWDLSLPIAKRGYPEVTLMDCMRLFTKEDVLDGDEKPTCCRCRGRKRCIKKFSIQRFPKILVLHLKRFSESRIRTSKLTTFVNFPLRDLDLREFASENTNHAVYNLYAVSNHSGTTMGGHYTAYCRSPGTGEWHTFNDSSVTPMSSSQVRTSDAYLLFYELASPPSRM
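Deubiquitinase activity read as fluorescence (485/531 nm) after Ub-CHOP2 cleavage activates the enterokinase reporter on its substrate; USP2 core 10nM, Ub-CHOP2 and substrate 25nM each, 30min compound preincubation then 60min RT; data normalized to NEM, curves fitted.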
uPA surface inh = blocks generation of uPA at the cell surface | cell surface uPA generation assay, qHTS | Potency, µM (series often up to 38.3 µM), for inactives: at the top dose activity change, negative = inhibition, hits mostly inhibitors | actives 0.31% (n = 330,000); active = well fitted inhibition curve with a large enough effect; inconclusive = small, poorly fitted or top-dose-only effect; inactive = no such curve, though single readings can be large or run the other way; tested in mouse RAW 264.7 cells; also: potency is read from the fitted curve at half-maximal effect; % is scaled to controls: 0 for no effect and ±100 for the full control effect; nearly all actives have a fitted effect of over 55% in size
Eya2 phos inh = inhibitors of human Eya2 phosphatase activity; O00167; recombinant Eya2, OMFP fluorescence dephosphorylation (OMFP is methylfluorescein phosphate); Potency, µM (titrated, usually from 76.9 µM), without a hit: at the highest dose activity, negative = inhibition, most hits filed as inhibitors; actives 0.006% (n = 330,000); also: potency is read from the fitted curve at half-maximal effect; % is scaled to controls: 0 for no effect and ±100 for the full control effect
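Eya2 protein (added as 0.2 uM solution) was preincubated with compound for 10 min at ambient temperature in 50 mM HEPES pH 7.5, 50 mM NaCl, 5 uM MgCl2, 0.05% BSA, 1 mM DTT. OMFP (added at 50 uM) then reacted 10 min; fluorescence read at 485/525 nm.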
B2AR arrestin = agonists driving beta-arrestin recruitment to human beta2-adrenergic receptor; P07550; beta-arrestin recruitment to beta2AR, cell-based reporter; Potency, µM (titrated, usually from 46.1 µM), inactives show at the top dose activation, usual class: activators; actives 0.02% (n = 330,000); AID 492947;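 also: potency is read from the fitted curve at half-maximal effect; 0% = DMSO controls and full agonism = EC100 isoproterenol or metaproterenol; nearly all actives have a fitted effect of over 65% in size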
Target sequence (P07550 whole entry, looked up): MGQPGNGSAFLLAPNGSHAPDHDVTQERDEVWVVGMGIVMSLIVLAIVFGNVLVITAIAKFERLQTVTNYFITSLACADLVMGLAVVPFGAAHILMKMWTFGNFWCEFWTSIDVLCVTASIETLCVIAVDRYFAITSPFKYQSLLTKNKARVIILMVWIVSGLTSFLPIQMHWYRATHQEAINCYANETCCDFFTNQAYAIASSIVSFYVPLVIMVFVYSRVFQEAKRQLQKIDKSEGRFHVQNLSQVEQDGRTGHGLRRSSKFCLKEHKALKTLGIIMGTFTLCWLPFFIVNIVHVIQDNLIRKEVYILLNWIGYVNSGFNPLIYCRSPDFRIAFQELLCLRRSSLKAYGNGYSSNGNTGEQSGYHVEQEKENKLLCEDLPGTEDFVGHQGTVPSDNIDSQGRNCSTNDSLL
Starred values were filed as active, the others as inactive; ? = inconclusive; . = not tested or not shown; [ ] = another dose, or the depositor's remark. Unless noted, calls follow the shape of the dose curve; as a rule, active = well fitted curve in the direction sought with a large enough effect; inconclusive = small, poorly fitted or top-dose-only effect, or another doubt; inactive = no such curve, though single readings can be large; an effect the other way counts as inactive or inconclusive.

SMILES | ELG1 repair inh | TSG101-PTAP inh | Tb PFK inh | TSHR antag | Mito fusion yeast | TCR act | BCR signal inh | USP2a block | uPA surface inh | Eya2 phos inh | B2AR arrestin
Cc1ccc(-n2cc(CN3CCN(Cc4nccn4C)CC3)c(-c3cccc(C)c3)n2)cc1 | ? | 1% | 0% | 2 | -14% | -6% | ? | -2% | -4% | -5% | -0.3%
COc1ccc(C)cc1S(=O)(=O)N(CC(=O)Nc1ccc2c(c1)OCCO2)Cc1ccccc1 | 18µM* | 0% | -2% | 7 | 3% | 5% | -13% | -11% | . | 3% | -0.2%
CCC(=O)c1ccc(OCC(O)Cn2nnc3ccccc32)cc1 (configuration not stated) | ? | -4% | 0% | 3 | -2% | -1% | ? | -4% | 8% | 11% | 0.0%
Cc1c(NC(=O)Nc2cccc([N+](=O)[O-])c2)c(=O)n(-c2ccccc2)n1C | ? | 5% | -7% | -2 | -3% | 2% | 0% | 1% | 0% | 1% | -0.2%
CCOC(=O)C1=c2s/c(=C\c3ccncc3)c(=O)n2C(N)=C(C(=O)OC)C1c1ccncc1 (configuration not stated) | -8% | -9% | -4% | -5 | 27% | -5% | ? | 1% | 6% | -11% | 0.0%
COC(=O)CNC(=O)C1CCCN1C(=O)OC(C)(C)C (configuration not stated) | 24% | 0% | -2% | 10 | -2% | -3% | -6% | 1% | . | -16% | -0.1%
CC1CCN(C(=O)CCNS(=O)(=O)c2ccc(Br)cc2)CC1 | 0% | -4% | 3% | 2 | ? | -6% | -6% | 1% | -4% | -6% | -0.8%
CCOC(=O)N1CCC(NC(=O)c2cc(C)c3c(C)nn(-c4ccccc4)c3n2)CC1 | -8% | -1% | -1% | 2 | 2% | 0% | 1% | 0% | . | -7% | -0.1%
CCc1cc2c(SCC(=O)NC3CCS(=O)(=O)C3)ncnc2s1 (configuration not stated) | 5% | -7% | -1% | -5 | 3% | -1% | -1% | -2% | -6% | -14% | -0.2%
CC(C)N(C(=O)CC1ON(C)C(=O)N1c1ccc(Cl)cc1)C(C)C (configuration not stated) | -18% | -1% | 0% | -7 | -4% | 6% | -7% | 0% | 0% | -1% | 0.0%
CCN1C(=O)[C@H]2[C@@H](c3ccc(OC)cc3)N3C(=O)CN(CCOC)C(=O)[C@@]3(C)[C@H]2C1=O | 5% | 0% | 0% | 1 | 4% | -1% | 0% | 0% | 14% | 8% | 0.3%
O=C(NCC1CCCO1)C1c2ccccc2C(=O)N1C1CCCCCC1 (configuration not stated) | 8% | -4% | -9% | -6 | -4% | . | -4% | 0% | . | 4% | 0.1%
O=C(CNc1ccc2ccccc2c1)N/N=C/c1ccc([N+](=O)[O-])o1 | -16% | -3% | 3% | 3 | 3% | 2%[46.1 µM] | 0% | -4% | -7% | -6% | -0.5%
O=C(c1ccc(C(F)(F)F)cc1)C1CCCN(C(=O)CCc2cnccn2)C1 (configuration not stated) | 2% | 0% | -10% | -4 | 0% | -6% | ? | 3% | -8% | -5% | -1.1%
CC(C)NC(=O)C(c1ccc(F)cc1)N(C(=O)CCC(=O)Nc1ccccn1)C1CCCCC1 (configuration not stated) | 10% | -4% | -13% | 12 | -2% | -1% | -7% | 1% | -3% | 10% | -0.3%
CCc1ncc(CN2CCCC(C(=O)Nc3cccc(-c4ccc(F)cc4)c3)C2)cn1 (configuration not stated) | -20% | 0% | 2% | -23 | 3% | -7% | 0% | -2% | 0% | 3% | 0.2%
CCCc1nnc(NC(=O)CS(=O)(=O)c2ccc(C)cc2)s1 | -2% | 2% | 0% | 0 | 4% | 3% | 1% | 4% | 2% | 15% | -0.6%
COc1ccc(C(=O)NCc2nnc(SCC(=O)NCCc3ccccc3)o2)cc1 | 8% | -5% | -1% | 11 | -3% | 14% | -12% | -3% | -1% | -6% | -0.7%
CCCCN1C(=O)NC2NC(=O)NC21 (configuration not stated) | 2% | -2% | 7% | 17 | -2% | 0%[46.1 µM] | ? | 0% | 0% | -3% | -0.8%
Cc1ccccc1C(=O)N1CCc2cc(-c3csc(NC(=O)CN4CCCC4)n3)ccc21 | ? | -7% | -4% | 7 | 7% | -2% | ? | -5% | -6% | 7% | -0.5%
Cc1ccc(NC(=O)/C(CN(C)C)=N\O)cc1 | ? | -5% | -1% | 4 | -1% | 3% | -22% | 3% | 1% | -30% | -0.3%
CCC(C)[C@H](NC(=O)C1CC(=O)N(c2ccc(OC)cc2)C1)C(=O)NC1CCCC1 (some centres not stated) | 15% | 1% | 7% | -2 | 0% | -6% | -1% | 5% | 3% | 3% | -0.3%
CC1CCN(CC(=O)Nc2nccs2)CC1 | -4% | -4% | 1% | -3 | 5% | 0% | 9% | 2% | 0% | 0% | 0.0%
O=C(NCCOc1ccccc1)c1ccccc1Cl | ? | 5% | 0% | 2 | 5% | 7% | 9% | 1% | -3% | 16% | -0.6%
COc1ccc(NC2(c3ccc(Cl)cc3)C(=O)c3ccccc3C2=O)cc1 | 9% | -1% | -3% | 10 | 0% | 1% | -1% | -2% | 0% | 9% | -0.4%
O=C(c1ccc2c(c1)OCO2)N(Cc1ccco1)C1(C(=O)NC2CCCCC2)CCCCC1 | ? | -9% | -1% | 15 | 8% | . | ? | -5% | -2% | 6% | 0.0%
CC(C)N(Cc1ccccc1)C(=O)CN1C(=O)NC2(CCCC2)C1=O | 0% | -1% | -3% | -4 | -2% | -1% | ? | -12% | -10% | ? | -0.1%
COc1ccc(CCNC(=O)c2sc3cc(C)ccc3c2Cl)cc1 | 3% | -5% | -6% | -13 | 5% | -12% | 0% | 1% | -6% | -2% | 0.0%
COc1cccc(CN(C)CC(=O)Nc2ccccc2C(=O)Nc2ccccc2)c1 | ? | -3% | -4% | 8 | -3% | -1% | -4% | 2% | 1% | 13% | 0.0%
O=C(Nc1ccc([N+](=O)[O-])cc1Br)c1cccnc1 | -2% | -5% | 0% | 1 | 1% | -10%[46.1 µM] | 1% | 1% | 4% | -2% | -0.4%
CCC1(c2ccccc2)NC(=O)N(CC(=O)Nc2cc(S(=O)(=O)N3CCOCC3)ccc2OC(C)C)C1=O (configuration not stated) | 2% | -13% | -10% | 3 | 1% | -1% | 4% | -1% | 10% | -11% | -0.2%
COc1ccc(-c2c3c(=O)n(C)c(=O)n(C)c3cn2-c2cccc(OC)c2)cc1 | -13% | -3% | -4% | 0 | 9% | -41% | 0% | 2% | 2% | -1% | 0.6%
O=C(CSc1nc2cc(Cl)ccc2s1)c1cc2ccccc2o1 | ? | ? | 0% | -2 | 24% | 9% | ? | -1% | . | -11% | -0.6%
Cc1ccc(C(=O)Nc2ccc(Nc3ccccc3)cc2)c(Cl)c1 | -15% | -1% | 3% | 16 | -1% | . | ? | 1% | -2% | -20% | 0.1%
O=C(CCc1nnc(Cc2ccc3c(c2)OCO3)o1)NCCc1ccccc1Cl | 12% | -7% | 0% | 32 | 5% | 3% | 13% | 3% | 10% | 7% | 0.3%
O=C(O)c1ccccc1NS(=O)(=O)c1cccc(NS(=O)(=O)c2cc(Br)ccc2Br)c1 | 10% | -8% | ? | -11 | . | -1% | 0% | -1% | 0% | -9% | 0.0%
O=C(O)CN1C(=O)CCS(=O)c2ccccc21 (configuration not stated) | 4% | 0% | 5% | -1 | -1% | 3% | -5% | 0% | 3% | -3% | -0.3%
O=C(Cc1c[nH]c2ccccc12)NCc1ccncc1 | -6% | 0% | -1% | -7 | 4% | 4% | -4% | 0% | 4% | 1% | 5.3%
CC(=O)Nc1ccc(S(=O)(=O)Nc2ccc3nc(C)sc3c2)cc1 | ? | -2% | 3% | -16 | . | -2%[46.1 µM] | 0% | 0% | -8% | 5% | 3.8%
CCCCNC(=O)COC(=O)c1ccc(N(C)C)cc1 | -4% | 1% | 0% | 7 | -2% | -6% | 1% | 3% | 2% | -18% | -0.3%
Cc1cc(O)c(NC(=O)c2ccc(C)c([N+](=O)[O-])c2)cc1C | ? | -2% | 1% | -1 | -15% | 2% | -1% | 4% | -4% | 15% | -0.1%

Screens deposited in PubChem BioAssay by National Center for Advancing Translational Sciences (NCATS).

Compounds as they come; about 3% have a hit in one of these screens.
